# Screening results as filed in PubChem.
# Artemis endo inh: inhibitors of human Artemis endonuclease activity; recombinant Artemis, quenched FAM hairpin cleavage fluorescence; Q96SD1; AID 686954; inhibition, % at 10 µM; actives 0.78% (n = 30,000);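 active = at 10 µM dose, at least 30% inhibition, measured as corrected fluorescence normalized to stimulator and neutral control wells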
# Target sequence (Q96SD1 whole entry, looked up): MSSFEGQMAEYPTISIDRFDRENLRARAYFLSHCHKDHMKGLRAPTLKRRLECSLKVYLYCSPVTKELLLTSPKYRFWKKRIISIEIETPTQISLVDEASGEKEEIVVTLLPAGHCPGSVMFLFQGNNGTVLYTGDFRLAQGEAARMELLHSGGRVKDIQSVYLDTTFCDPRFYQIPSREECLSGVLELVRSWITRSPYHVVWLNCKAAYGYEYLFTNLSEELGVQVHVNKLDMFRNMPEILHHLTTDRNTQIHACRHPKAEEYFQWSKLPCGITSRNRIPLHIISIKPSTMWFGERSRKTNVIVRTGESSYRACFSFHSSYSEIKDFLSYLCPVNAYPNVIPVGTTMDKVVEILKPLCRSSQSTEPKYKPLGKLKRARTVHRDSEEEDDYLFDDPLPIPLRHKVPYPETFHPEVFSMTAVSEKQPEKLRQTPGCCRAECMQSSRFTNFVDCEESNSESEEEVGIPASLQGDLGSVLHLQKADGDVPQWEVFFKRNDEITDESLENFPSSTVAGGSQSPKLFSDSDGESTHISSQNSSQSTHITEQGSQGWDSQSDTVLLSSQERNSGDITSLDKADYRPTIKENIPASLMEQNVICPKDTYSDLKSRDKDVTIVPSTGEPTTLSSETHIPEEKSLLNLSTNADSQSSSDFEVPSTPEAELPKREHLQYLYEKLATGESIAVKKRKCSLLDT
# Starred values were filed as active, the others as inactive. This is a subset (hit frequency here may not be typical).
SMILES,Artemis endo inh
Cc1cc(=O)n2nc(N3CCCC3C(=O)NCCCN3CCCCC3)sc2n1 (stereo unspecified),-2
O=C(/C=C/c1ccccc1Cl)c1cccnc1,1
Clc1ccc(-n2nnnc2Sc2ncnc3sccc23)cc1,-2
Cc1ccc(NS(=O)(=O)c2ccc(C(=O)N3CCN(c4ccccn4)CC3)cc2)cc1,-7
CCOc1ccccc1CN1C(=O)c2ccccc2C1C(=O)NCC1CCCO1 (stereo unspecified),2
CC(=O)Oc1ccc(-c2csnn2)cc1,5
C1=C(CCNc2ncnc3c2cnn3-c2ccccc2)CCCC1,9
COc1ccc(-c2nc(C)ncc2N=Nc2ccccc2)cc1,4
CC1CN(CC(=O)N2CCc3[nH]c4ccccc4c3C2)CC(C)O1 (stereo unspecified),-2
C/C(=C(\C#N)C(=O)NCCCN1CCOCC1)N(C)C,-5
COCCSc1nnc(NC(=O)C(C)(C)C)s1,-3
COc1cc(NC(=S)NC(=O)c2ccc(C)cc2C)ccc1NC(=O)c1cccs1,4
CCCCCN(C(=O)COC(=O)c1ccc(Br)o1)c1c(N)n(CCCC)c(=O)[nH]c1=O,-5
COc1ccc2[nH]c(C)c(C(=O)CN3CC(C)OC(C)C3)c2c1 (stereo unspecified),-4
CCOc1ccc(/C=N/n2c(SC)nnc(C(C)(C)C)c2=O)cc1,2
COC(=O)c1ccc(C)c(NC(=O)CN2C(=O)c3ccccc3S2(=O)=O)c1,5
CC(=O)Nc1ccc(S(=O)(=O)n2cnc(C)c2)cc1,-6
Cn1cc(C(=O)C(F)(F)F)c2ccccc21,-4
CCOC(=O)c1c(NC(=O)CSc2nnc(-c3ccco3)o2)sc(C(C)=O)c1C,6
CC1Cc2ccccc2N1C(=O)CSc1nc2c(c(=O)n(C)c(=O)n2C)n1Cc1ccc(F)cc1 (stereo unspecified),12
CC(C)c1cc(NC(=O)C(C)(C)C)cc(C(C)C)c1O,1
COc1cccc(CNC(=O)C(CCSC)NS(=O)(=O)c2ccc3c(c2)oc(=O)n3C)c1 (stereo unspecified),-2
CC(C)(C)OC(=O)N1CCC(C(=O)N2CCOCC2)CC1,-7
CCOC(=O)C1=C(C)C(c2ccc(OC)cc2OC)NC(=O)N1 (stereo unspecified),0
Cc1cccc(-n2c(SCc3cc(=O)n4ccsc4n3)nc3ccccc3c2=O)c1,12
CC(=O)C(Cc1cnc(Cl)s1)(Cc1cnc(Cl)s1)C(C)=O,-1
CC1CCN(C(=O)CSc2nncn2C)CC1,0
O=S(=O)(Nc1cccc(CCc2ccccn2)c1)c1ccc2ccccc2c1,7
CC(C)(C)n1nnc(CCc2nnn(C(C)(C)C)n2)n1,1
COc1cc(C)nc2nc(SCc3ccccc3)nn12,6
Cc1cc(NC(=O)c2cc3nc(C4CC4)cc(C(F)(F)F)n3n2)no1,6
C=CCNC(=O)c1ccccc1NC(=O)c1ccccc1C,-13
COC(=O)Nc1nc(C)c(C(=O)c2ccccc2)s1,-3
CC(C)c1nnc(NC(=O)CCC(=O)Nc2ccc(F)cc2)s1,0
CCOC(=O)c1[nH]cnc1C(=O)Nc1ccncc1,1
COc1cc2cc(C(=O)Nc3ccccc3)c(N)nc2cc1OC,-15
CSc1nc2nc(C)cc(-c3ccccc3)n2n1,4
OC1C=CSc2nc3ccccc3n21 (stereo unspecified),-2
COc1ccc(NC(=O)N2Cc3ccccc3CC2C(=O)NC(C)(C)C)cc1 (stereo unspecified),4
COc1ccc(OC2C(=O)N(CCc3ccc(OC)c(OC)c3)C2c2ccc3c(c2)OCO3)cc1 (stereo unspecified),0
Cc1ccc(C(c2nnnn2Cc2cccs2)N2CCN(Cc3ccc4c(c3)OCO4)CC2)cc1 (stereo unspecified),12
O=C(/C=C/c1cccnc1)c1ccc(NC(=O)c2cccc(Br)c2)cc1,10
COc1ccccc1NS(=O)(=O)c1cccc(C(=O)OCC(=O)Nc2cc(C)on2)c1,4
CCS(=O)(=O)c1ccc(-c2csc(-c3ccc(Cl)cc3)n2)c(Cl)c1Cl,4
CCOc1nc(C#N)nc(N2CCCCC2)n1,13
CCOC(=O)c1c(C)sc2c1N(C(=O)CCl)c1cc(Cl)ccc1S2,9
O=C(NCCCNC1CCCCC1)c1ccc(/C=N/O)nc1,-5
Cc1ccc(NC(=S)NCc2ccccn2)cc1,-2
CC(C)OC(=O)C(C#N)c1nc2ccccc2nc1N1CCCC1 (stereo unspecified),0
CNC(=O)c1ccccc1S(=O)(=O)c1ccccc1C#N,-1
CCOC(=O)c1cc2c(ccn2-c2ccc(F)cc2)n1CC(=O)N1CCN(C(=O)c2ccco2)CC1,-2
COCCn1c(SCC(=O)NC(=O)NC(C)C)nc2ccccc21,-1
O=C(CSc1nc2ccccc2[nH]1)c1ccc(Cl)s1,7
CN1C(=O)C2(C(C#N)=C(N)N(c3cc(Cl)cc(Cl)c3)C3=C2C(=O)CCC3)c2ccccc21 (stereo unspecified),-5
Cc1nc2ccccc2c(=O)n1C1CCCCCC1,-2
C=CCN1C(=O)C(O)(CC(=O)c2ccc(Cl)cc2)c2ccccc21 (stereo unspecified),2
Cc1cc(C(=O)COc2ncnc3sccc23)c(C)n1C,1
COC(=O)c1cc(O)c(OCc2ccccc2)c(O)c1,-2
COc1ccc(-n2ccnc2SCC(=O)Nc2ccccc2)cc1,-3
CC(C)Oc1cccc(C(=O)Nc2ccccc2N2CCOCC2)c1,3

# For reference, 2 of the compounds above:
SMILES,Artemis endo inh
Cc1cc(=O)n2nc(N3CCCC3C(=O)NCCCN3CCCCC3)sc2n1 (stereo unspecified),-2
O=C(/C=C/c1ccccc1Cl)c1cccnc1,1

# More structures follow.
SMILES,Artemis endo inh
CCCCC(=O)N1CC2(C)CN(C(=O)CCCC)CC(C)(C1)C2=O,-6
O=C(Nc1nccs1)c1ccc(S(=O)(=O)c2ccccc2)cc1,-3
CCOc1ccc(-c2nc(=S)[nH][nH]2)cc1,-3
CC(NC(=O)NCC1CCCO1)(C(F)(F)F)C(F)(F)F (stereo unspecified),-5
Cc1nnsc1NC(=O)OCC(C)C,-3
CC1(C(=O)c2ccccc2)C2c3c(ccc4ccccc34)OC(=O)C21C(=O)N1CCOCC1 (stereo unspecified),-1
N#Cc1c(N)c(C(=O)c2ccc(Br)cc2)n2c1CCC2,-7
CCSc1nnnn1-c1ccccc1,-2
COc1cccc(CN2CC(O)=C(c3nc(-c4ccc(Cl)cc4)cs3)C2=N)c1,-5
N#CC1=C(N)Oc2cc(Nc3ccccc3)ccc2C1c1ccncc1 (stereo unspecified),10
CCCCNC(=O)c1c[nH]c2ccc(S(=O)(=O)Nc3ccc(OCC)cc3)cc2c1=O,3
CCN1/C(=C2\OC(=S)N(C)C2=O)Sc2ccccc21,-7
CN(C(=O)c1cccc(C#N)c1)c1nnc(-c2ccncc2)s1,6
CC(=O)OC1=Cc2c(ccc3ccc(=O)oc23)OC1(C)C,-1
COC(=O)Cc1c(C)nc2nc(-c3ccco3)[nH]n2c1=O,-4

# Some of these compounds in order of SMILES length, largest number first:
SMILES,Artemis endo inh
CN1C(=O)C2(C(C#N)=C(N)N(c3cc(Cl)cc(Cl)c3)C3=C2C(=O)CCC3)c2ccccc21 (stereo unspecified),-5
CCOC(=O)c1cc2c(ccn2-c2ccc(F)cc2)n1CC(=O)N1CCN(C(=O)c2ccco2)CC1,-2
CC1Cc2ccccc2N1C(=O)CSc1nc2c(c(=O)n(C)c(=O)n2C)n1Cc1ccc(F)cc1 (stereo unspecified),12
COc1ccc(OC2C(=O)N(CCc3ccc(OC)c(OC)c3)C2c2ccc3c(c2)OCO3)cc1 (stereo unspecified),0
CCCCCN(C(=O)COC(=O)c1ccc(Br)o1)c1c(N)n(CCCC)c(=O)[nH]c1=O,-5
COC(=O)c1ccc(C)c(NC(=O)CN2C(=O)c3ccccc3S2(=O)=O)c1,5
COc1cc(NC(=S)NC(=O)c2ccc(C)cc2C)ccc1NC(=O)c1cccs1,4
O=C(/C=C/c1cccnc1)c1ccc(NC(=O)c2cccc(Br)c2)cc1,10
CCOC(=O)c1c(C)sc2c1N(C(=O)CCl)c1cc(Cl)ccc1S2,9
COc1ccc2[nH]c(C)c(C(=O)CN3CC(C)OC(C)C3)c2c1 (stereo unspecified),-4
CCOc1ccc(/C=N/n2c(SC)nnc(C(C)(C)C)c2=O)cc1,2
CC(=O)C(Cc1cnc(Cl)s1)(Cc1cnc(Cl)s1)C(C)=O,-1
CC(C)c1nnc(NC(=O)CCC(=O)Nc2ccc(F)cc2)s1,0
CC(=O)OC1=Cc2c(ccc3ccc(=O)oc23)OC1(C)C,-1
CC(NC(=O)NCC1CCCO1)(C(F)(F)F)C(F)(F)F (stereo unspecified),-5
CC(C)(C)n1nnc(CCc2nnn(C(C)(C)C)n2)n1,1
CNC(=O)c1ccccc1S(=O)(=O)c1ccccc1C#N,-1
O=C(NCCCNC1CCCCC1)c1ccc(/C=N/O)nc1,-5
COc1cc(C)nc2nc(SCc3ccccc3)nn12,6
CC(=O)Oc1ccc(-c2csnn2)cc1,5

# Next part:
SMILES,Artemis endo inh
Cc1ccc(NC(=S)NC(=O)c2ccc(-c3ccccc3)cc2)cc1,9
C=CCN1CCN(C(CC(C)C)c2nnnn2CCOC)CC1 (stereo unspecified),-5
CC(=O)Nc1c(Cl)n(C(C)=O)c2ccccc12,0
Cc1nc(CS(=O)(=O)c2ccccc2)cc(Sc2ccc(Cl)cc2Cl)n1,1
Cc1nc(-c2ccc(NS(C)(=O)=O)cc2)cs1,-12
CC1(C)C(c2cccs2)=[N+]([O-])C2(CCCCC/C2=N\NC(N)=O)N1O (stereo unspecified),3
O=C(NC1CCCCC1)c1ccc(Cn2cc(Br)cn2)o1,-1
O=C(NNC(=O)c1cc(OCC(F)(F)F)ccc1OCC(F)(F)F)c1ccc(Cl)c(Cl)c1,8
O=c1c2ccccc2nnn1CSc1nnc(Nc2ccccc2)s1,2
CCOC(=O)c1ccc(NC(=O)C(=O)NCC2CCCO2)cc1 (stereo unspecified),1
Cc1ccc(NC(=O)CN(C)C(=O)CSc2nc3ccccc3o2)cc1,1
COc1ccc(C(=O)OCCN2CCOCC2)cc1OC,2
CCC(=O)Nn1c(C)nnc1C,-5
CC1CCC2(CC1)NC(=O)N(Cc1nc(-c3ccccc3)no1)C2=O (stereo unspecified),-4
COc1ccc(C(=O)OCC(=O)Nc2ccc(F)c(F)c2)cc1OC,-22
CC1CCCCC12NC(=O)N(Cn1nnc3ccccc3c1=O)C2=O (stereo unspecified),-2
CN(C(=O)c1ccncc1)C1CC(C)(C)N(O)C(C)(C)C1,0
O=C(Nc1ccccc1C(=O)N1CCOCC1)c1ccncc1,-1
COc1ccccc1NC(=O)CNC(=O)c1ccc(F)cc1,4
CCOC(=O)C1=C(N)N(c2ccc(N3CCCCC3)cc2)C(=O)C1,0
COc1cccc(C2C3(C#N)C(N)=NC(OC)(OC)C23C#N)c1 (stereo unspecified),3
CC(C)CCn1c(-c2nonc2N)nc2ccccc21,5
CCOc1ccc(OCC)c(NC(=O)CN2CCN(c3cccc(C)c3)CC2)c1,6
CCN=C1SC(C(=O)Nc2ccc(Cl)c(Cl)c2)CC(=O)N1CC (stereo unspecified),2
COc1cccc(N(C(=O)Cn2nnc3ccccc32)C(C(=O)NCc2ccco2)c2cccnc2)c1 (stereo unspecified),3
NC(=S)Nc1cnc2ccccc2c1,-9
CC(=NCCc1ccccc1)C1=C(O)COC1=O,9
CCOc1cc(C(=S)N2CCCC2)ccc1OCC(=O)Nc1c(C)cc(C)cc1C,4
CCCn1c(=C(C#N)C#N)s/c(=C2\C=Cc3ccccc3N2CC)c1=O,-3
CCN1CCC2(CC1)C(C#N)=C(N)Oc1c2sc2nc(C)cc(C)c12,11
O=C(CCN1C(=O)C2C3C=CC(C3)C2C1=O)Nc1ccc2ncccc2c1 (stereo unspecified),-5
COCCNC(=O)c1ccccc1-c1ccccc1C(=O)O,-8
CNc1nc(SC)nc2ccsc12,-12
Cc1cc(N2C(=O)C(=O)/C(=C(/O)c3ccc(Cl)cc3)C2c2cccc(Br)c2)no1 (stereo unspecified),40*
COc1cccc2cc(C(C)N(CCCN3CCOCC3)C(=O)Nc3ccccc3)oc12 (stereo unspecified),-6
CCOc1ccc2nc(NC(=O)CSC3=NCCS3)sc2c1,4
Cc1ccc(S(=O)(=O)N2CCOCC2)cc1C(=O)OCC(=O)Nc1ccc2c(c1)OCO2,-2
CC(C)(C)S(=O)(=O)c1ccccc1C(=O)O,-14
O=C(c1ccccc1)c1cc2ccccc2o1,-1
O=C(C1CCCN(Cc2cccs2)C1)N1CCCCCC1 (stereo unspecified),-3
COCCCN1C(=O)c2ccc(C(=O)Nc3ccc(OC)cc3OC)cc2C1=O,-2
O=[N+]([O-])c1ccc(C2CCCC/C2=N/OCc2ccccc2F)c([N+](=O)[O-])c1 (stereo unspecified),5
COC(=O)c1c(NC(=O)C2c3ccccc3Oc3ccccc32)sc(C)c1C,9
Cc1ccc(/C=C/c2ccc(=O)n(Cc3ccccc3Cl)n2)cc1,11
O=C(Nc1ncc(Cc2ccccc2)s1)C1COc2ccccc2O1 (stereo unspecified),5
COc1ccc(OCC(=O)Nc2ccc3c(c2)nc(CN2CCCC2)n3C)cc1,-2
COc1ccc(Cn2nnnc2C(c2ccccc2OC)N2CCC(C(N)=O)CC2)cc1 (stereo unspecified),7
O=C(Cc1ccc(-n2cccc2)cc1)NC1CCCCC1,4
CSC1=N/C(=C\c2ccc(C)cc2)C(=O)S1,-1
CCC(c1nnnn1Cc1ccco1)N1CCC(C(N)=O)CC1 (stereo unspecified),-5
C/C(O)=C(/C#N)c1nc2ccccc2[nH]1,6
CCOC(=O)c1sc(NC(=O)CSc2nnnn2-c2ccc(C)cc2C)nc1C,-1
Clc1ccc2[nH]c(-c3ccccc3)cc2c1,6
Cc1cc(Nc2ccccc2)n(C(=O)c2ccc(N)cc2)n1,-1
O=C(CN1C(=O)C2CC=C(Cl)CC2C1=O)NCc1ccccc1 (stereo unspecified),-3
O=c1c2ccccc2nc2n1C(CSc1ccc(Br)cc1)CN2 (stereo unspecified),-9
Cc1cc(C)c(S(=O)(=O)Nc2ccc(-c3cn4ccccc4n3)cc2)c(C)c1,7
Cc1nc2ccc(NC(=O)N3CCSCC3)cc2nc1C,-1
Cc1csc(NC(=O)CSc2ncnc3c2cnn3-c2ccccc2Cl)n1,-3
Cc1cccc(C)c1NC(=O)C(c1cccs1)N(Cc1ccco1)C(=O)Cn1nnc2ccccc21 (stereo unspecified),0
